PvdQ acylase – P. aeruginosa PvdQ acylase inhibition; inhibition, % at 10 µM; AID 488965; 0.063% of 340,000 active; purified PvdQ acylase, fluorescence plate reader; in the data active = inhibition above about 30%, passing the limit was not always enough; inconclusive = no clear call, values can overlap the other calls;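 note: 0% = vehicle neutral wells and 100% = reference inhibitor wells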
SR-BI HDL uptake – inhibitors of mouse SR-BI mediated HDL lipid uptake | Q61009 | ldlA[mSR-BI] CHO cells, DiI-HDL uptake fluorescence, 3 h | inhibition, % at 12.5 µM | 0.96% of 320,000 active | AID 488896;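 active = mean replicate inhibition of at least 70% and a set share of replicates each scoring 70 or more; inconclusive = meets just one of the two criteria; inactive = fails both criteria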;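 note: 0% = median of neutral control wells and 100% = median of positive control wells; values of inactives mirror those of a sister screen read the other way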
dFosB activator – activators of mouse delta FosB homodimer; 0.99% of 340,000 active; activation, % at 25 µM; P13346; purified delta FosB, TAMRA-CDK5 oligo fluorescence polarization; percent of positive-control signal above neutral wells;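 active = mean activation above about 17%, with every replicate also reaching it, limit read from the data, passing the limit was not always enough; inconclusive = only one of the two conditions met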;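 note: fluorescence polarization rise as delta FosB binds a TAMRA Cdk5 AP-1 oligo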
Target sequence (P13346 whole entry, looked up): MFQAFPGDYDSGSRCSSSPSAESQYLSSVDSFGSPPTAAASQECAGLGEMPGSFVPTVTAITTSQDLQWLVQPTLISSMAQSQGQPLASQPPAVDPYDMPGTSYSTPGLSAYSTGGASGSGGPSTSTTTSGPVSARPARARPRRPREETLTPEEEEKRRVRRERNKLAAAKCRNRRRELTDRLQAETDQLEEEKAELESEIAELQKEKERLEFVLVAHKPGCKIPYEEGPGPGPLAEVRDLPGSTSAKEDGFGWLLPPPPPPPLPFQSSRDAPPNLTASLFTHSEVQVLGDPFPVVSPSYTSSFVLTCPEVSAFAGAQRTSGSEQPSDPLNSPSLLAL
NSD2 inh – inhibitors of human histone methyltransferase NSD2; O96028; NSD2 peptide methylation, AlphaScreen, 120 min; inhibition, % at 12.5 µM; 0.54% of 310,000 active; in the data active = inhibition above about 50%
HTR5A inv ctr – HTR5A inverse agonism, opioid heterodimer counter-screen. P47898. HTR5A cell line, luminescence. inhibition, % at 9.3 µM. 0.083% of 340,000 active. AID 504634; in the data active = inhibition mostly above about 23%, no sharp cut-off; inactive = mostly below about 18%;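 note: 0% = cells with DMSO and 100% = no-cell wells with DMSO; some compounds called inactive have numbers as strong as hits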
Target sequence (P47898 whole entry, looked up): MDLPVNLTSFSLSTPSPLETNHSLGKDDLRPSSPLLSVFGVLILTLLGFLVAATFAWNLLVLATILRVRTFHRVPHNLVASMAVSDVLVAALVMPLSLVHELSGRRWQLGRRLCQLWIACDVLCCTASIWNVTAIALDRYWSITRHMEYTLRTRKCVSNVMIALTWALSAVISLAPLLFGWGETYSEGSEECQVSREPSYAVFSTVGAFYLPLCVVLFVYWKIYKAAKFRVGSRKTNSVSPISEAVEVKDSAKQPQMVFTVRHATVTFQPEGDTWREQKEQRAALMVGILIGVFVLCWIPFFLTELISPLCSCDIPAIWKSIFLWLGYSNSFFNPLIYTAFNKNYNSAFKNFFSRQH
V-ATPase pH – regulators of yeast V-ATPase proton transport | S. cerevisiae, pHLuorin cytosolic pH fluorescence | response, % at 10 µM | 0.37% of 350,000 active; in the data active = response mostly above about 7.3%, no sharp cut-off; inactive = mostly below about 5.4%; note: actives read high; inactives centre near 0; some compounds called inactive have numbers as strong as hits; reference of the scale not given here
CDK5 p35 inh – blocks human CDK5/p35 kinase activity; inhibition, % at 10 µM; 0.01% of 330,000 active; AID 488839; Recombinant CDK5/p35, ADP-Glo luminescence, 60 min; Q00535+Q15078;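 active = highest replicate inhibition of at least 50% and at least 75% of replicates reaching 50%; inconclusive = only one of the two criteria met; inactive = both criteria failed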;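 note: plate controls were DMSO neutral control for no effect and GW8510 at 10 µM for full effect; many of its hits are not listed in these tables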
MITF act – MITF TRPM1 promoter activation in melanoma cells; SK-MEL-5 TRPM1-promoter luciferase, 24 h; % of positive control, neutral wells = 0; activation, % at 12.5 µM; 0.75% of 300,000 active; AID 588334;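 active = mean activation of at least 80% with every replicate also reaching 80%; inconclusive = mean reaches 80% but some replicate falls short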;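 note: 0% = neutral control wells and 100% = parthenolide positive control wells; values of inactives mirror those of a sister screen read the other way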
Wnt bcat act – activators of Wnt/beta-catenin signaling; Wnt/beta-catenin reporter cell assay, activator, plate reader; activation, % at 9.35 µM; 1.2% of 300,000 active; AID 743398; in the data active = activation above about 30%, passing the limit was not always enough; inconclusive = no clear call, values can overlap the other calls;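 note: 0% = neutral control wells and 100% = positive control wells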
HTR5A ag ctr – counter-screen for OPRM1-OPRD1 agonists: human HTR5A agonism. P47898. HTR5A agonist assay, luminescence, cell-based. activation, % at 9.3 µM. 0.61% of 340,000 active; in the data active = activation mostly above about 9.5%, no sharp cut-off; inactive = mostly below about 7.6%;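 note: 0% = cells with vehicle only and 100% = reference agonist; strong numbers were not always called active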
* = called active by the depositor; ? = inconclusive; . = not tested or not shown.

SMILES	PvdQ acylase	SR-BI HDL uptake	dFosB activator	NSD2 inh	HTR5A inv ctr	V-ATPase pH	CDK5 p35 inh	MITF act	Wnt bcat act	HTR5A ag ctr
COc1ccc(/C=C/CN2CCN(Cc3ccc(C)cc3)C(CCO)C2)cc1 (centres undefined)	-1	.	4	.	-15	1	0.4	-12	0	5
COc1ccc(NC(=S)NCc2ccco2)cc1	-19	-24	1	1	20	4	0.1	-1	.	-9
COc1ccc(N(CC(=O)N2CCc3ccccc32)S(=O)(=O)c2c(C)nn(C)c2C)cc1	0	2	-13	.	-4	0	-0.6	-13	-2	1
COc1cnc(-c2ccccn2)nc1Sc1cccc(Cl)c1	4	22	-7	-1	0	-2	-1.1	-9	-1	2
N/C(=N\OC(=O)c1cccs1)c1cccc(Br)c1	1	.	0	-6	11	3	1.0	70	44*	7
Cc1ccc2nc3c(cc2c1)c(NC(=O)C(C)(C)C)nn3CC(C)C	7	28	-4	-6	1	7	-0.2	-11	1	0
Cc1ccc(C)c(Nc2ncccc2C(=O)NCc2cccs2)c1	6	29	5	-1	-10	1	1.8	3	-4	4
COc1cccc(C(=O)NC2CCSC2=O)c1 (centres undefined)	-10	-20	7	-2	6	0	1.4	0	-1	-2
CS(=O)(=O)c1ccc(NC(=O)c2cccc(S(=O)(=O)N3CCN(Cc4ccccc4)CC3)c2)cc1	-3	10	3	-3	-20	2	-3.1	-24	-3	8
CC1=CC(C)(C)Nc2ccc(OC(=O)CN3C(=O)c4ccccc4C3=O)cc21	-1	-46	-1	-1	-16	2	-1.2	7	5	6
O=C(CCC(F)(F)F)N1CCCC(N2CCN(c3cccc(Cl)c3)CC2)C1 (centres undefined)	-18	56	-3	-2	8	-2	0.2	.	2	-2
Cc1ccccc1Cn1cc(NC(=O)CCCn2nc([N+](=O)[O-])cc2C)cn1	-11	8	-9	9	14	5	-0.1	0	30	-5
Cc1nnc(SCC(=O)OC2CC(C)CCC2C(C)C)[nH]c1=O (centres undefined)	1	-45	-3	2	-29	-2	0.2	-3	-2	11
COc1ccc(OCC(O)Cn2c(Br)nc3c2c(=O)[nH]c(=O)n3C)cc1 (centres undefined)	-1	9	1	-2	-1	-5	0.8	0	.	0
O=C(Nc1cccc(Cn2cccn2)c1)c1cc2c(s1)CCCC2	2	41	-12	1	-26	-1	-0.7	26	.	-5
CSc1nc2nc(-c3ccccc3)cc(=O)n2[nH]1	1	-12	-2	-2	-21	2	0.7	-7	.	-7
CC(C)N(C(=O)CN1C(=O)C(=O)c2ccccc21)c1ccccc1	-9	-15	-14	1	-1	-3	-0.4	-5	0	0
Cc1cc(=O)n2nc(N3CCC(C(=O)NCC(C)c4ccccc4)CC3)sc2n1 (centres undefined)	-11	23	-6	3	18	0	1.6	-3	-1	-4
O=C1C=C(c2ccccc2C(F)(F)F)C[C@@H](c2ccc3c(c2)OCO3)C1	?	6	5	.	-16	1	-1.6	15	-1	-4
O=C(O)c1ccccc1P(=O)(c1ccccc1)c1ccccc1	-14	3	-8	-3	19	2	-0.5	-10	-2	0

Wnt bcat act: what is marked active above.
Structure	PvdQ acylase	SR-BI HDL uptake	dFosB activator	NSD2 inh	V-ATPase pH	CDK5 p35 inh	MITF act	Wnt bcat act
N/C(=N\OC(=O)c1cccs1)c1cccc(Br)c1	1	.	0	-6	3	1.0	70	44*

(list continues)
SMILES	PvdQ acylase	SR-BI HDL uptake	dFosB activator	NSD2 inh	HTR5A inv ctr	V-ATPase pH	CDK5 p35 inh	MITF act	Wnt bcat act	HTR5A ag ctr
COc1ccc(CCN2C(=O)CC(Cc3cccc(C)c3)C2=O)cc1OC (centres undefined)	-11	0	-4	-2	-3	-1	0.2	-5	-6	1
O=C(Cc1ccccc1)NCCCNC(=O)Cc1ccccc1	-5	-35	-5	-2	-2	0	0.1	6	1	0
CC(=O)Nc1c(Cl)cc2c(c1Cl)Cc1cc(N)ccc1-2	-22	19	-4	0	-13	-2	-2.0	5	6	4
Cc1nnc(NC(=O)C(C)Oc2ccc3c(C)cc(=O)oc3c2)s1 (centres undefined)	-2	-3	-6	0	4	-2	-0.7	.	.	8
COc1ccccc1NC(=O)c1cccc(NC(=O)c2ccco2)c1	-13	-2	-12	10	4	0	1.5	5	-2	-1
CCN(CC)C(=O)Cn1c(=O)n(Cc2ccccc2Cl)c2c1c(=O)n(C)c(=O)n2C	-15	-26	-2	2	.	2	-0.6	-2	.	.
O=C(CC1OC(=O)c2ccccc21)Nc1cc(Cl)ccc1N1CCCC1 (centres undefined)	-1	22	-4	-4	-29	3	0.3	-17	1	11
COc1ccc(C(c2c(C)[nH][nH]c2=O)c2c(C)[nH][nH]c2=O)cc1Br	-13	-4	-6	-3	-21	4	0.5	-3	0	3
CC(C)n1cc(CN2CCC(C(=O)Nc3ccc(Oc4ccccc4F)cc3)CC2)cn1	-12	0	-4	4	1	3	-1.9	20	-3	1
CCc1noc(C)c1C(=O)N(CCCOC)c1c(N)n(Cc2ccccc2)c(=O)[nH]c1=O	-13	-13	-1	-2	-11	0	-8.0	6	0	2
Cc1ccc2oc(-c3ccc(C)c(NC(=S)NC(=O)c4cccs4)c3)nc2c1	-7	5	-10	-1	-5	12	1.5	23	.	2
CC(C)C(=O)N1CCN(CCN2C(=O)c3cccc4cccc(c34)C2=O)CC1	-17	-1	11	8	7	-1	0.0	2	-5	-2
COc1ccccc1NC(C)=[N+](C)CCNS(=O)(=O)c1ccc(Cl)cc1	-13	-28	-8	1	-1	1	-2.5	-8	-2	-2
CCOC(=O)CNC(=O)COc1coc(CN2CCN(c3ccccc3F)CC2)cc1=O	-14	-4	2	-7	12	3	3.2	-1	-2	1
C#CCOCCOCCOCCNc1nc(N2CCN(C(=O)[C@H](CCCCN)n3cc(CN)nn3)CC2)nc(N2CCN(C(=O)[C@H](CCCCN)n3cc([C@@H](N)[C@H](C)CC)nn3)CC2)n1	-8	-14	43*	.	-5	6	-0.9	-6	-1	2
C=CCOC(=O)Nc1ccc(Cl)cc1NC(=O)OCC=C	-4	20	-14	-9	-17	0	1.2	.	.	6
CC(=O)c1ccc2c(c1)CCN2	11	-17	-5	0	-12	5	4.6	-9	6	3
CC(C)(C)c1ccc(C2/C(=C(\O)c3ccc4c(c3)OCCO4)C(=O)C(=O)N2CCCN2CCOCC2)cc1 (centres undefined)	-12	11	-10	2	10	-2	-2.5	6	-1	6
COc1cc(CNCCc2ccccc2F)ccc1OCc1ccc(Cl)nc1	-7	17	0	2	-37	-1	3.5	41	.	15
N#C/C(=C(/O)C(Cl)c1ccccc1)c1nc2ccccc2s1 (centres undefined)	4	0	0	2	-16	-3	2.0	.	.	6
Nc1c(C(=O)NCc2ccccc2)sc2nc3c(cc12)C(=O)CCC3	-8	2	-3	-7	6	2	-0.2	.	-4	-2
CCC(C)(C)NC(=O)C(c1cccn1C)N(C(=O)Cn1nnc2ccccc21)c1ccc(F)cc1 (centres undefined)	-13	-10	3	-9	-3	8	0.9	4	.	1
CCOc1ccccc1N(CC(=O)O)S(=O)(=O)c1ccc(C)cc1	-21	-1	2	3	-15	3	0.9	-13	.	2
CCn1c(CNC(=O)c2cccc(C)c2)nnc1SCC(=O)NC1CCCCC1C (centres undefined)	2	5	-7	0	17	-1	0.9	-5	.	3
Cc1ccc(Nc2nc(NCCCN3CCOCC3)nc(N)c2[N+](=O)[O-])cc1	-31	-5	-12	2	-6	-2	0.0	8	-2	2
Cc1ccc(OCCN2CCN(C)CC2)c([N+](=O)[O-])c1	-16	-10	0	1	13	2	-1.8	4	1	-5
C[C@]12C(=O)N(c3ccc(Br)cc3)C(=O)N1[C@@H]1c3ccccc3OC[C@@H]1[C@H]2c1ccccc1	0	75*	-2	.	-21	-1	-0.6	-3	-6	1
C[C@@H]1CN([C@H](C)CO)C(=O)c2cc(NC(=O)Nc3ccc(C(F)(F)F)cc3)ccc2O[C@H]1CN(C)S(=O)(=O)c1ccc(Cl)cc1	-11	-73	-2	.	1	-2	0.6	-14	-9	0
C=CCNS(=O)(=O)c1sccc1/C=N/O	-4	-11	0	-3	10	-1	-0.5	.	.	-4
C[C@H]1C=C(C(=O)NCc2nc3ccccc3[nH]2)O[C@@H](OCCCCO)C1	9	-15	-2	.	2	2	0.4	-14	14	-1
CCOC(=O)c1cnn(-c2c(Cc3ccccc3)c(C)nc3c(-c4ccccc4)c(C)nn23)c1N	-12	38	-2	-2	-15	2	-0.5	-5	.	0
O=C(COc1ccc([N+](=O)[O-])cc1)Nc1ccc2[nH]c(=O)[nH]c2c1	-9	-30	4	-2	-3	3	0.7	5	1	1
CCC(C)[C@H](NC(=O)[C@@H]1Cc2ccccc2CN1)C(=O)Nc1ccc2c(c1)OCO2 (some centres undefined)	6	15	-4	2	15	5	-0.5	23	4	6
CCOc1cccc(/C=C/C(=O)O)c1	-11	-21	4	-2	-4	-1	0.5	0	0	2
Cc1c(NC(=O)c2ccc3c4c(cccc24)CC3)c(=O)n(-c2ccccc2)n1C	-7	-8	-7	1	11	-4	0.1	5	.	3
Cn1c(=O)[nH]c(=O)c2c1nc(N1CCOCC1)n2CCc1ccccc1	-8	-16	-2	-7	-4	-3	-1.6	-10	0	2
Cc1ccc(C(=O)Nc2nnc(-c3ccncc3)s2)o1	-10	-3	-10	-2	-2	-1	2.1	20	3	2
COC(=O)c1ccc(N2CCN(C)CC2)c(NC(=O)COc2ccc(C)cc2)c1	1	64	-4	-2	11	0	0.5	17	-2	0
COc1ccc(Cl)cc1NC(=S)NCCCN1CCCC1=O	-4	14	-5	0	-28	2	-7.5	.	0	6
CN(NC1OC(=O)c2ccccc21)c1ncc(C(F)(F)F)cc1Cl (centres undefined)	-6	-34	-4	-1	9	4	0.6	7	4	-3
CN(C)CCCNc1cc(Cl)c(S(=O)(=O)N2CCCCC2)cc1C(=O)O	6	-23	-4	2	-33	-4	3.0	0	-1	5
O=S(=O)(NCc1ccco1)c1cccc2cccnc12	-2	-6	-3	2	-16	2	0.3	.	.	6
Nc1c(Cl)cc(-c2csc(NC(CO)c3nc4ccccc4n3CCOCCO)n2)cc1Cl (centres undefined)	-4	17	-3	.	9	0	-1.8	-3	-3	-1
CCOCCCNC(=S)N1CCN(Cc2ccc3c(c2)OCO3)CC1	-4	-4	-2	0	3	-1	0.7	-13	-1	-1
Cc1ccccc1OCC(=O)NNC(=O)Nc1ccccc1	-12	-10	1	1	0	4	-1.1	3	-1	-4
COc1cccc(/C=C2\SC(=S)N(CCC(=O)NNC(=O)c3ccccc3OC)C2=O)c1	-17	.	4	0	-4	2	0.5	-17	-6	-5
Cc1ccc(S(=O)(=O)N2CCOCC2)cc1NC(=O)COC(=O)c1cccnc1Cl	-12	-2	-9	-4	12	0	2.4	6	1	2
Cn1c(=O)c2nnn(/N=C(\c3ccccc3)C3CC3)c2n(C)c1=O	-6	-2	0	-1	16	3	3.3	-3	.	-6
CCOC(=O)CSc1nnc(-c2c[nH]c3ccccc23)n1CC	-3	-13	6	.	5	3	-3.0	-4	-4	3
Cc1cnc(C(=O)OCc2ccc(COC(=O)c3cnc(C)cn3)cc2)cn1	-14	-22	-9	0	-10	0	3.3	-1	0	4
Cc1cccc([C@@H]2[C@@H]3C(=O)N(Cc4ccccc4)C(=O)[C@@H]3[C@]3(C)C(=O)N(c4cccc(F)c4)C(=O)N23)c1	-11	-20	-12	.	7	-2	-0.9	0	-2	1

Screening results: PubChem BioAssay, several laboratories
